From PubChem BioAssay
ABHD5-PLIN5 inh: ABHD5-PLIN5 protein interaction inhibition; Q00G26+Q8WTS1; Split G. princeps luciferase complementation, luminescence, 4 h; inhibition, % at 4 µM; 0.78% of 360,000 active;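 active = inhibition above the mean inhibition across every tested compound plus 3 SD, cut at about 22% in these data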;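 note: 0% = DMSO only wells and the 100% control is not disclosed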
TLR9-MyD88 block: TLR9-MyD88 interaction inhibition. Q9NR96+Q99836. CHO BLA complementation TLR9-MyD88, CCF4 FRET ratio. inhibition, % at 4.98 µM. 0.21% of 340,000 active;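 active = inhibition above the mean over all tested compounds plus 3 SD, cut at about 21% in these data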;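 note: 0% = DMSO only wells and 100% = clavulanate BLA inhibitor control wells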
Exocytosis inh: blocks lytic granule exocytosis. TALL-104 LAMP-1 surface exposure, flow cytometry; cells stimulated with thapsigargin and PMA. inhibition, % at 10 µM. 0.66% of 360,000 active. AID 651702;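 active = inhibition above about 55%, limit read from the data; inconclusive = no clear call, values can overlap the other calls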
NOD2 RIPK2 PPI: blocks binding of human NOD2 to RIPK2 | O43353 | CHO BLA complementation NOD2-RIPK2, CCF4 ratio | inhibition, % at 4.98 µM | 0.38% of 360,000 active; in the data active = inhibition above about 21%;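 note: 0% = vehicle only and 100% = reference blocker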
Target sequence (O43353 whole entry, looked up): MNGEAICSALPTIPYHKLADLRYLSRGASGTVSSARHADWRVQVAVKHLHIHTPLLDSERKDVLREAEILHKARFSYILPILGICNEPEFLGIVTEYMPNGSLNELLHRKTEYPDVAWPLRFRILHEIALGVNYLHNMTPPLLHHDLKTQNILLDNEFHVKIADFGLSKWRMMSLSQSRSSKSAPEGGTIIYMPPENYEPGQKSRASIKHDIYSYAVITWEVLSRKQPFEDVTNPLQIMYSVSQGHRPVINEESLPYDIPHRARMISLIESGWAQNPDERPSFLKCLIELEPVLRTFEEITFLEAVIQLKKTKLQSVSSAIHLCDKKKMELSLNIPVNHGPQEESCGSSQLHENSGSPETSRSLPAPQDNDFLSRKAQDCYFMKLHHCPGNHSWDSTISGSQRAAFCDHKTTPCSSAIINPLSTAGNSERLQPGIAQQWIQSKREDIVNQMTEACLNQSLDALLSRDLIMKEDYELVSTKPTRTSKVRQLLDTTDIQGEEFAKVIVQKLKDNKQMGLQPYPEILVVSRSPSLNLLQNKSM
Vif imaging: blocks HIV Vif function; HEK293T cells, Vif self-association by quenched fluorescence, imaging, 24 h; inhibition, % at 7.49 µM; 0.35% of 340,000 active; in the data active = inhibition above about 50%, passing the limit was not always enough; inconclusive = no clear call, values can overlap the other calls; inactive = below about 31%; note: some results filed as inactive read as strong as hits
MC4R ag barr: activates human MC4R beta-arrestin recruitment. P32245. U2OS MC4R beta-arrestin complementation, luminescence; percent of melanotan II response, DMSO zero. activation, % at 8.9 µM. 0.98% of 360,000 active. AID 540308;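 active = activation above a per-plate cutoff, the mean activation of sample wells on that plate plus 3 SD, cut at about 8% in these data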
Target sequence (P32245 whole entry, looked up): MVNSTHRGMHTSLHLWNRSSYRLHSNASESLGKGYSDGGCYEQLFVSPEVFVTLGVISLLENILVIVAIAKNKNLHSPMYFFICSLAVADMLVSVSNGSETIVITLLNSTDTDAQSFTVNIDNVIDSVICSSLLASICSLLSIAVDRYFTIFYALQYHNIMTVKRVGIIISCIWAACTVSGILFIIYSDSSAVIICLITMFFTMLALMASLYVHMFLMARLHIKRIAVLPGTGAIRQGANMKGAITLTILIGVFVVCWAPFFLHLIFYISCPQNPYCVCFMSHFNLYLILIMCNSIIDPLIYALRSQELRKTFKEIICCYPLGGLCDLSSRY
Glyco luc inh: N-linked glycosylation inhibition; D54 ERlucT glycosylation luciferase reporter, 24 h; percent of 100 nM tunicamycin response; reporter increase, % at 12.5 µM; 0.23% of 360,000 active;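 active = mean luciferase reporter signal, scaled so untreated is 0 and the glycosylation-blocking control 100, at or above a set limit in every replicate; inconclusive = mean reaches the limit but not every replicate does; inactive = mean below the limit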;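 note: luciferase carries N-glycosylation sites so blocking glycosylation raises the light; 0% = median of neutral control wells and 100% = median of 100 nM tunicamycin wells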
MC4R antagonist: blocks human MC4R cAMP signaling | MC4R-expressing cells, MTII-stimulated cAMP, LANCE TR-FRET | inhibition, % at 6.5 µM | 0.48% of 360,000 active | AID 540295;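 active = inhibition above its plate's cutoff, the mean of tested wells on that plate plus 3 SD, cut at about 29% in these data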;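 note: 0% = Melanotan II alone and 100% = Melanotan II plus saturating MCL0020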
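Assay system: human MC4R-expressing U2OS cells; reagent: Melanotan II stimulation of cells; dosing: 6.5 µM single dose; timing: compound 30 min, challenge 1 h, detection 1 h; signal: TR-FRET cAMP assay; replicates: one well per compound, no replicates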
ABCB6 inh MLPCN: inhibitors of human ABC transporter ABCB6; Q9NP58; 0.19% of 360,000 active; fluorescence ratio to DMSO, % at 10 µM; K562-ABCB6 porphyrin accumulation, flow cytometry, 1 h; active compounds read low; AID 602162;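 active = fluorescence ratio to DMSO below 75%, the collection mean minus 3 SD; inconclusive = too few cells collected in the well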;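 note: signal is porphyrin accumulated inside mitochondria; 100% equals median channel fluorescence of DMSO control wells; lower ratio means ABCB6 inhibition with less porphyrin fluorescence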
aDG glyco up: alpha-DG glycosylation activation | 0.22% of 360,000 active | activation, % at 10 µM | Pro5-aDG cells, alpha-DG glycosylation AlphaScreen (IIH6); 0% Pro5, 100% B10-LARGE cell signal | AID 624168;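 active = activation of at least 8% versus controls, or a plate z-score of at least 8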;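 note: Pro5 are CHO cells carrying HIG-tagged alpha-DG that lacks glycosylation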
Active calls of the source: *; ? = inconclusive; . = no result given.

#	ABHD5-PLIN5 inh	TLR9-MyD88 block	Exocytosis inh	NOD2 RIPK2 PPI	Vif imaging	MC4R ag barr	Glyco luc inh	MC4R antagonist	ABCB6 inh MLPCN	aDG glyco up	mol
1	1.1	7.3	-1.3	-12.0	-2.2	0.3	0.5	11.0	94.0	-0.1	Cc1cc(OCC(=O)c2ccc(F)cc2)ccc1N1C(=O)CCC1=O
2	-11.3	6.0	-0.8	11.5	-5.3	1.5	0.2	6.7	97.0	0.2	O=C(CCCOc1ccc(Cl)cc1Cl)Nc1nnc(C2CC2)s1
3	2.8	-0.6	7.0	-1.6	7.5	-3.3	0.9	8.1	102.0	-0.4	O=C(NCc1ccc2c(c1)OCO2)C(=S)N1CCOCC1
4	1.1	-4.8	-0.1	-15.6	2.2	-1.4	0.0	0.9	92.0	-0.2	CCOC(=O)C1CCN(C(=O)CCNC(=O)Cn2ccc3ccccc3c2=O)CC1
5	4.6	3.2	2.5	-22.5	3.2	-1.9	-1.1	2.5	93.0	0.5	C/C(=N\NC(=O)C12CCC(C)(C(=O)O1)C2(C)C)c1ccccc1O (configuration not stated)
6	-0.3	-9.2	1.9	-2.5	4.7	-1.4	-2.0	13.5	106.0	-0.1	O=[N+]([O-])c1cc(S(=O)(=O)/N=C(/c2ccccc2)N2CCOCC2)ccc1Cl
7	14.2	-1.5	-5.9	1.5	-2.3	4.2	4.3	-0.6	107.0	4.7	COc1ccccc1CCNC(=O)c1ccc2nc[nH]c2c1
8	5.5	-1.4	-7.9	2.2	-2.8	-1.0	1.5	-0.6	96.0	4.9	CCn1c(=O)n(CC)c2cc(S(N)(=O)=O)ccc21
9	0.1	6.3	-0.7	2.6	-8.4	-1.1	3.3	2.0	95.0	-0.2	Cc1cccc(NC(=O)c2ccc3nccnc3c2)n1
10	1.3	6.4	-1.0	-7.3	-4.9	-1.5	1.3	-2.2	99.0	0.0	Cc1ccc2nc(CSc3nnc(-c4ccncc4)n3C)cc(=O)n2c1
11	-1.0	-7.6	1.5	-12.8	.	-1.7	0.0	1.9	96.0	-0.1	COc1ccc(S(=O)(=O)NCCC(=O)NC(C)c2ccccc2)cc1 (configuration not stated)
12	-16.7	-4.0	15.5	-6.2	?	1.0	-1.1	0.7	97.0	0.0	Cc1ccc(NC(=S)N(CCN(C)C)Cc2cc3cc(C)cc(C)c3[nH]c2=O)cc1
13	-4.6	-0.3	1.5	10.2	9.7	0.1	2.1	0.1	98.0	0.0	CN1CCN(c2nc3c(c(=O)n(C)c(=O)n3C)n2Cc2ccccc2Cl)CC1
14	2.5	-6.8	-1.8	7.9	-2.5	1.6	-2.1	8.2	97.0	-0.3	O=S(=O)(NCc1csc(-c2cccnc2)n1)c1ccc(Cl)s1
15	-0.9	-4.7	-1.8	-0.5	-1.1	-1.7	0.3	6.0	102.0	-0.3	CCOC(=O)C1C(=O)OC(C)(C)C1C(CC)C(=O)c1ccccc1 (configuration not stated)
16	10.6	-2.3	1.7	-2.9	-2.8	-1.5	2.4	7.2	95.0	0.5	COC(=O)c1cccc(N2C(=O)C(Cl)=C(N3CCOCC3)C2=O)c1
17	1.2	9.1	-0.8	-13.8	.	-1.3	-2.2	3.7	93.0	0.8	O=C(/C=C/c1ccccc1Cl)Nc1ccncc1
18	2.9	.	0.0	-2.8	11.3	-1.3	-0.3	2.8	99.0	0.0	CC(N)c1csc(Nc2ccc(C(=O)NCCO)cc2)n1 (configuration not stated)
19	-7.9	0.3	-1.9	-2.6	0.5	3.1	0.3	12.8	107.0	0.1	CC(=O)c1ccccc1OCCCN1CCCCC1
20	6.1	3.5	0.3	-3.5	0.1	-3.9	-0.6	-2.0	98.0	0.2	COc1cc(C(=O)Nc2ccc(Oc3ncnc4sc(-c5ccccc5)cc34)cc2)cc(OC)c1OC
21	-5.3	0.9	0.8	9.7	14.3	0.1	-1.5	3.5	90.0	-0.1	COC(=O)c1ccc(CSc2nnnn2-c2ccccc2)o1
22	-4.3	-12.0	-1.4	-2.4	2.7	5.1	0.7	9.4	99.0	0.6	CCc1cc(C(=O)OC)c(NC(=O)c2cc(Br)cs2)s1
23	5.9	-11.4	-6.2	-4.5	-5.0	0.7	-8.4	4.8	99.0	0.2	CCc1ccc(Nc2n[n+](C)c(-c3ccncc3)s2)cc1
24	1.6	2.9	-2.7	1.4	6.6	3.3	0.2	16.9	83.0	0.1	CN(C(=O)COC(=O)c1ccc(=O)n(Cc2ccccc2)n1)c1ccccc1
25	12.6	3.2	-3.9	-7.3	2.8	-2.7	-1.6	2.7	98.0	-0.1	Cc1ccc(C(=O)NCCCNC(=O)Cc2ccc(Cl)cc2)cn1

Rewritten as a markdown table: entries from further up.
| No. | canonical_smiles | ABHD5-PLIN5 inh | TLR9-MyD88 block | Exocytosis inh | NOD2 RIPK2 PPI | Vif imaging | MC4R ag barr | Glyco luc inh | MC4R antagonist | ABCB6 inh MLPCN | aDG glyco up |
| --- | --- | --- | --- | --- | --- | --- | --- | --- | --- | --- | --- |
| 20 | COc1cc(C(=O)Nc2ccc(Oc3ncnc4sc(-c5ccccc5)cc34)cc2)cc(OC)c1OC | 6.1 | 3.5 | 0.3 | -3.5 | 0.1 | -3.9 | -0.6 | -2.0 | 98.0 | 0.2 |
| 21 | COC(=O)c1ccc(CSc2nnnn2-c2ccccc2)o1 | -5.3 | 0.9 | 0.8 | 9.7 | 14.3 | 0.1 | -1.5 | 3.5 | 90.0 | -0.1 |
| 22 | CCc1cc(C(=O)OC)c(NC(=O)c2cc(Br)cs2)s1 | -4.3 | -12.0 | -1.4 | -2.4 | 2.7 | 5.1 | 0.7 | 9.4 | 99.0 | 0.6 |

Other records
#	ABHD5-PLIN5 inh	TLR9-MyD88 block	Exocytosis inh	NOD2 RIPK2 PPI	Vif imaging	MC4R ag barr	Glyco luc inh	MC4R antagonist	ABCB6 inh MLPCN	aDG glyco up	mol
26	11.7	-7.5	-6.3	1.0	-1.8	0.4	-4.7	5.0	104.0	-0.1	CC(C)CN(C(=O)CSc1ncnc2ccccc12)C1CCS(=O)(=O)C1 (configuration not stated)
27	1.7	-1.7	7.1	2.2	-1.4	-0.2	0.5	4.3	100.0	0.0	Cn1c(SCC(=O)Nc2ccc(NC(=O)c3ccccc3)cc2)nnc1-c1ccncc1
28	-1.1	.	-1.3	-10.8	.	.	0.8	.	95.0	-0.2	CN(C)CCN1CCN(C2CN(CCc3ccccc3)S(=O)(=O)C2)CC1 (configuration not stated)
29	-10.3	-1.7	-4.2	11.7	9.4	1.2	-0.6	16.9	98.0	-0.1	Cc1ccc([C@H]2N[C@]3(CCCN(Cc4ccc(C(F)(F)F)cc4)C3=O)[C@H]3C(=O)N(C)C(=O)[C@@H]23)cc1
30	-7.3	7.5	0.2	1.5	-6.1	1.1	3.2	1.1	94.0	-0.5	CC(=O)Nc1ccc(CN2CCN(C3CCCC3)C(CCO)C2)cc1 (configuration not stated)
31	-4.4	-4.3	8.4	1.2	5.6	-1.7	-0.7	6.2	96.0	0.0	COc1ccccc1CNC(=O)N1CCN(S(=O)(=O)c2ccccc2)CC1
32	5.4	5.0	0.9	0.5	7.5	-1.2	1.2	29.8*	103.0	-0.2	OC(COc1ccccc1)CN1CCOCC1 (configuration not stated)
33	3.2	-6.1	0.8	-6.2	8.4	-0.9	1.5	5.3	94.0	0.3	CC(=O)Nc1ccc(S(=O)(=O)NCCc2ccc(S(N)(=O)=O)cc2)cc1
34	12.6	-3.5	44.1	-4.3	1.6	-4.0	1.8	12.9	98.0	-0.2	CCOC(=O)c1c(-c2ccc(C)o2)csc1NC(=S)NC(=O)c1ccccc1Br
35	7.6	-10.5	?	-23.9	5.3	3.4	3.3	-0.3	92.0	0.0	N#Cc1c2ncn(CC(=O)c3ccc(Br)cc3)c(=O)c2c2n1CCC2
36	1.9	2.3	4.1	-3.9	11.5	-2.2	2.3	2.0	99.0	-0.2	O=C(NC(=O)c1c(F)cccc1F)O/N=C1\CCCc2occc21
37	4.3	-5.0	9.0	-14.9	3.6	0.1	1.2	-6.7	101.0	0.0	Cc1nn(CC(=O)Nc2ccc(Cl)cc2Cl)c(=O)c2ccccc12
38	0.4	.	-1.4	-0.1	-3.3	-0.4	-3.6	16.3	101.0	0.5	Cc1ccc(C(O)c2ncc(-c3ccccc3F)[nH]2)cc1F (configuration not stated)
39	-3.3	-4.3	0.3	2.2	-3.5	-2.0	0.0	4.8	123.0	-0.3	CCN1CCN(c2ncnc3c2sc2nc(N4CCOCC4)c4c(c23)CCC4)CC1
40	8.4	2.6	9.1	-5.0	1.8	-1.0	3.9	0.6	98.0	-0.3	O=C(O)/C(=C/c1ccco1)NC(=O)c1ccccc1
41	-4.7	-0.3	0.0	-3.9	-4.5	-0.7	2.0	4.9	100.0	0.1	Cc1cc(C)cc(N)c1
42	4.6	9.3	10.5	-1.0	5.8	-3.4	2.2	-0.9	103.0	-0.1	COc1cc(C=Nc2cccc(C)c2)c(O)c([N+](=O)[O-])c1
43	4.3	3.3	96.1*	10.9	-15.2	9.8*	1.3	21.5	105.0	3.7*	OC1(c2cccc(C(F)(F)F)c2)CCN(c2ncnc3c2[nH]c2ccc(F)cc23)CC1
44	1.2	-4.3	-0.6	-11.8	10.1	0.7	0.3	20.6	97.0	0.3	Cc1cc(Cl)ccc1C(=O)C1CCCN(C(=O)c2snnc2C)C1 (configuration not stated)
45	3.5	-3.7	-1.3	-7.8	1.2	-2.0	4.7	-2.4	96.0	0.0	CC1SC(C)C(=O)N(CC(=O)NCc2ccc(F)cc2)C1=O (configuration not stated)

Results in NOD2 RIPK2 PPI and MC4R ag barr, for 3 of the compounds above:
| No. | mol | NOD2 RIPK2 PPI | MC4R ag barr |
| --- | --- | --- | --- |
| 33 | CC(=O)Nc1ccc(S(=O)(=O)NCCc2ccc(S(N)(=O)=O)cc2)cc1 | -6.2 | -0.9 |
| 34 | CCOC(=O)c1c(-c2ccc(C)o2)csc1NC(=S)NC(=O)c1ccccc1Br | -4.3 | -4.0 |
| 35 | N#Cc1c2ncn(CC(=O)c3ccc(Br)cc3)c(=O)c2c2n1CCC2 | -23.9 | 3.4 |

A portion of the library; the hit share may differ from the screen's.
